Assay outcomes as filed in PubChem BioAssay.
TDP1 cell CPT: qHTS for Inhibitors of human tyrosyl-DNA phosphodiesterase 1 (TDP1): qHTS in cells in presence of CPT; AID 686979, 2013; Potency, µM (highest dose often 46.2 µM), for inactives: at the highest dose activity change, negative = growth inhibition, actives largely listed as inhibitors; hit rate 12% among 420,000; chicken DT40 Tdp1-/-;hTDP1 cells + 20 nM CPT, ATP luminescence, 48 h; active = well fitted inhibition curve with a large enough effect; inconclusive = small, poorly fitted or top-dose-only effect; also: nearly all actives have a fitted effect of over 55% in size
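Chicken DT40 Tdp1-/- cells complemented with human TDP1, 400 cells/well, exposed to compounds plus 20 nM camptothecin for at least 48 h at 37 C; viability read as ATP content by CellTiter-Glo luminescence.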
Active calls of the source: *; ? = inconclusive; [ ] = another dose, or the depositor's remark. % is scaled to controls: 0 for no effect and ±100 for the full control effect; potency is read from the fitted curve at half-maximal effect.

Molecule,TDP1 cell CPT
NNc1nnc(Cc2ccncc2)c2ccccc12,-16.8%
Cc1cc(=O)c2c(N(C)C)cccc2[nH]1,1.0%
CCc1nnc(NC(=O)C(NS(=O)(=O)c2ccccc2)C(C)C)s1 (stereo not given),-6.7%
CCCCCCn1c(=O)n2n(c1=O)C[C@]1(OC(=O)NCc3ccco3)CN(S(=O)(=O)c3ccc(C)cc3)C[C@]1(O)C2,?
O=c1[nH][nH]c2c1C(c1cccc(C(F)(F)F)c1)OC(CCc1ccccc1)C2 (stereo not given),?
Cc1cccc(CN2[C@H](COCc3ccccc3)C=CS2(=O)=O)c1,?
Cc1ncc2c(c1CNC(=O)c1ccc3c(c1)OCO3)CCN(C(=O)C1Cc3ccccc3O1)C2 (stereo not given),2.1%[9.04 µM]
CC1(C)N=C(N)N=C(N)N1c1ccc(Cl)cc1,?
CCCCCCN1CCN(C2CN(Cc3cn(Cc4cccc(Cl)c4)nn3)S(=O)(=O)C2)CC1 (stereo not given),18.4µM*
CCC[C@H]1CN(c2ccc(OC)cc2)C(=O)[C@@H]1CC(=O)NC,0.7%
O=C(NCc1cccc(Cl)c1)C1Cc2c(-c3ccc(Cl)cc3)ccnc2O1 (stereo not given),?
Cc1ccc(-c2nc3c(Cl)cc(C(F)(F)F)cn3c2Cc2ccsc2)cc1,?
Nc1cc(Cl)ccc1CN1C(=O)c2ccccc2C1=O,?
CCCCN(C)c1c(C)nc2ccc(C(=O)NCCCn3ccnc3)cn12,-21.6%
COc1ccc(CCCNC(=O)C2(C)Cc3c(-c4ccc(NC(C)=O)cc4)ccnc3O2)cc1 (stereo not given),23.1µM*
O=C(OCc1cn([C@@H]2C[C@H](c3ccc(Cl)cc3)N(C(=O)c3cccs3)C[C@H]2O)nn1)c1ccccc1,-5.4%
CCN(CC)CCOc1ccc(-c2nc3cc(Cl)ccc3s2)cc1,4.73µM*
CC1CCCCC12NC(=O)N(CC(=O)N1CCN(S(=O)(=O)c3ccc(Cl)s3)CC1)C2=O (stereo not given),-3.2%
CCN(CC)c1ccc(N=Nc2ccc(S(=O)(=O)N(C)C)cc2)c(S(=O)(=O)NCC[n+]2ccccc2)c1,-19.9%
COc1ccc(CN2C[C@H](Sc3nc4ccccc4[nH]3)C[C@H]2C(=O)N(C)C)c2ccccc12,9.9%[9.04 µM]
CC[C@H](NC(=O)CC[C@H]1O[C@@H](n2cnc3c(NC(=O)c4ccccc4)ncnc32)[C@H](O)[C@@H]1O)c1ccccc1,-29.4%
CCc1ccc(C(O)c2ncc(-c3cccc(OC)c3)[nH]2)cc1 (stereo not given),?
COc1ccc(C#Cc2cccc(-c3nc(C(=O)NCc4ccc(Oc5ccccc5)cc4)cc4c3[C@@H](CCO)N(S(=O)C(C)(C)C)C4)c2)cc1OC (stereo not given in full),?
CC(=O)c1ccc(-c2cnc3c(NC=O)cc(-c4ccc(N5CCN(C)CC5)cc4)cn23)cc1,?
Cc1cc(C(=O)NNC(C)Cc2ccccc2)no1 (stereo not given),-5.9%
CCc1nc2c(OCC3CCCCC3)cccn2c1N(C)C(=O)c1ccc(C)cc1,20.6µM*
CCN(CC)C(=O)c1cccc(-c2csc(C(C)(O)c3ccc(OC)cc3)n2)c1 (stereo not given),5.8µM*
COc1ccc(NC(=O)N(C)[C@H]2C[C@H]3c4[nH]c5ccc(-c6ccc(OC)cc6)cc5c4CCN3C[C@H]2[C@H](C)O)cc1,?
CCCCN(C(C)=O)c1c(CC)nc2ccc(C(=O)Nc3cccc(OCC(=O)N(C)C)c3)cn12,?
O=C(Nc1ccc(F)cc1)C(c1ccccc1OC(F)(F)F)N1CCN(c2cccc(C(F)(F)F)n2)CC1 (stereo not given),?
C[C@@H]1COc2cccc(N3CCC[C@H]3CO)c2S(=O)(=O)N1,-0.7%
O=C1NC(C2CC3C=CC2C3)Nc2ccccc21 (stereo not given),-9.8%
CC[C@@H]1/C=C(\C)C[C@H](C)C[C@H](OC)[C@H]2O[C@@](O)(C(=O)C(=O)N3CCCC[C@H]3C(=O)O[C@H](/C(C)=C/[C@@H]3CC[C@@H](Cl)[C@H](OC)C3)[C@H](C)[C@@H](O)CC1=O)[C@H](C)C[C@@H]2OC,?
C=C(C)C(=O)Nc1ccc2nn(-c3ccccc3O)nc2c1,-12.9%
O=C(c1ccoc1)N1CCN(c2cc(-c3ccccc3)nc3cc(-c4ccccc4)nn23)CC1,18.4µM*
Cc1ccccc1S(=O)(=O)NC(=O)C1(C)CCN1C(=O)CC1CCCC1 (stereo not given),-16.7%
Cc1[nH]ncc1Nc1c(C(C)C)cccc1C(C)C,?
O=C(NCCNc1ccc([N+](=O)[O-])cc1)c1ccccc1Cl,-20.5%
O=C(COC(=O)Cc1ccc(Cl)cc1Cl)NCc1ccco1,-8.9%
Cc1cccc(CN2[C@H](COC(=O)Nc3ccccc3)C=CS2(=O)=O)c1,?

A draw from above in order of number of heavy atoms, low to high.
Molecule,TDP1 cell CPT
Cc1cc(=O)c2c(N(C)C)cccc2[nH]1,1.0%
CCC[C@H]1CN(c2ccc(OC)cc2)C(=O)[C@@H]1CC(=O)NC,0.7%
O=C(c1ccoc1)N1CCN(c2cc(-c3ccccc3)nc3cc(-c4ccccc4)nn23)CC1,18.4µM*
Cc1ncc2c(c1CNC(=O)c1ccc3c(c1)OCO3)CCN(C(=O)C1Cc3ccccc3O1)C2 (stereo not given),2.1%[9.04 µM]
CCN(CC)c1ccc(N=Nc2ccc(S(=O)(=O)N(C)C)cc2)c(S(=O)(=O)NCC[n+]2ccccc2)c1,-19.9%

(list continues)
Molecule,TDP1 cell CPT
COc1ccccc1CNc1ncnc2sc(C(=O)N3CCN(C)CC3)c(C)c12,-7.5%[9.04 µM]
CCCCCCN1C[C@@H](O)[C@H](n2cc(COC(=O)c3ccccc3)nn2)C[C@@H]1c1ccc(OC)cc1,?
Cc1cc(C(O)c2ncc(-c3ccc(Oc4ccccc4)cc3)[nH]2)ccc1F (stereo not given),18.4µM*
CC(=O)Nc1cc(-c2ccoc2)cn2c(-c3ccccc3)cnc12,1.03µM*
O=S(=O)(c1ccccc1)N1CCN(CCOc2ccc(F)cc2)CC1,?
Cn1cnc(S(=O)(=O)N2CCCCC2c2cc(C(=O)NCc3ccc(F)cc3)no2)c1 (stereo not given),-14.3%
N#CC(c1ccccc1)C(CC(=NO)c1ccccc1)c1ccccc1 (stereo not given),23.1µM*
Cc1ccccc1S(=O)(=O)NC(=O)C1(C)CCN1C(=O)C1(c2ccc(Cl)cc2)CCC1 (stereo not given),?
CCOC(=O)C1=NN2C(O)C3(C)CC(C(=O)OCC)=NN3C(O)C2(C)C1 (stereo not given),2.4%
O=C(COC(=O)c1cccc(Br)c1)Nc1cccc(S(=O)(=O)N2CCCCC2)c1,-2.1%

Exported with each value named: part of the list above
structure: O=C(NCCNc1ccc([N+](=O)[O-])cc1)c1ccccc1Cl
  TDP1 cell CPT: -20.5%

structure: O=C(COC(=O)Cc1ccc(Cl)cc1Cl)NCc1ccco1
  TDP1 cell CPT: -8.9%

(next part)
| SMILES | TDP1 cell CPT |
| --- | --- |
| COc1ccc(C2=Nc3ccccc3N(C(=O)c3ccc(C)cc3)C2C(=O)Nc2c(C)cccc2C)cc1 (stereo not given) | ? |
| CCCCN(C=O)c1c(CC)nc2c(OCC(=O)N3CCOCC3)cccn12 | -8.5% |
| Cc1cn([C@H]2C[C@H](O)[C@@H](/C=C/C(=O)NCCc3cccnc3)O2)c(=O)[nH]c1=O | -8.0% |
| COc1cc(CNc2nccn3ccnc23)cc(OC)c1 | ? |
| COC(=O)[C@H]1C[C@@]2(O)CN(S(=O)(=O)c3ccc(C)cc3)C[C@@]2(OC(=O)Nc2c(C)noc2C)C[C@H]1C(=O)OC | -1.3% |
| CCOC(=O)C1CCCN(C(=O)c2sc(-c3ccccc3)nc2C)CC1 (stereo not given) | ? |
| CC1(C(=O)NS(=O)(=O)c2cccc(OC(F)F)c2)CCN1C(=O)COc1ccc(Cl)cc1 (stereo not given) | -18.8% |
| CCOC(=O)C1CCCN(C(=O)c2cnn(-c3ncc4c(n3)-c3ccccc3CC4)c2C)C1 (stereo not given) | 2.3%[9.04 µM] |
| CCOC(=O)[C@]12CCC=C1N(Cc1ccc3c(c1)OCO3)C(=O)[C@H](CC(=O)NCc1ccc(C)o1)C2 | ? |
| CCc1cccc(CC)c1N1C(=O)CSCC1=O | -2.6% |
| O=C(NC(c1ccc(F)cc1)c1ccc2ccccc2n1)C1CCN(CCOc2ccc(Cl)cc2Cl)CC1 (stereo not given) | 16.4µM* |
| O=C(c1[nH]c(C(F)(F)F)nc1-c1ccccc1)N1CCN(c2c(Cl)cncc2Cl)CC1 | ? |
| O=C1NC[C@H](c2ccccc2)N(CCCCC2CCCCC2)C1=O | ? |
| S=C(NCCc1ccccc1)N1CCC2CC1c1cc(-c3ccc4c(c3)OCO4)ccc12 (stereo not given) | 8.2µM* |
| CC(C)Nc1nc(Nc2ccccc2Cl)c2sccc2n1 | 23.1µM* |
| OC(c1ccc(Cl)c(Cl)c1)c1ncc(-c2ccc(C(F)(F)F)cc2)[nH]1 (stereo not given) | ? |
| COCc1cccc(-c2csc(C(C)(NC(C)=O)c3ccccc3)n2)c1 (stereo not given) | 23.1µM* |
| FC(F)(F)c1cnc(-c2cc3c(c(OCC4CCCO4)c2)OCCN(Cc2cccn2-c2nccs2)C3)c(Cl)c1 (stereo not given) | 14.7%[9.04 µM] |
| NC(c1csc(NC(=O)Nc2ccc(OC(F)(F)F)cc2)n1)C1CCCCC1 (stereo not given) | 10.3µM* |
| CCCCCC(=O)N1C[C@H](O)[C@@H](n2cc(COC(=O)c3ccccc3)nn2)C[C@@H]1c1ccccc1 | -22.4% |
| CC1CCCCC1NC(=O)c1cc(Cl)nc2ccccc12 (stereo not given) | -19.1% |
| O=C(NCc1cccnc1)c1cc(C2CCCN(C(=O)CCCc3ccccc3)C2)on1 (stereo not given) | ? |
| CCc1ccc(C(O)c2ncc(-c3ccc(C(F)(F)F)cc3)[nH]2)cc1 (stereo not given) | ? |
| CC1(C(=O)Nc2ccc3c(c2)OCCO3)CCN1Cc1ccc(-c2ccccn2)cc1 (stereo not given) | ? |
| O=C(CCNC(=O)c1ccccc1Cl)Nc1ccc(S(=O)(=O)N2CCOCC2)cc1 | -7.6% |
| CN(CC(=O)Nc1ccc(Cl)c(C(F)(F)F)c1)C(=O)C1CC(=O)N(c2ccc3c(c2)OCCO3)C1 (stereo not given) | -22.1% |
| CC(=O)Nc1cccc(-c2ccnc3c2CC(C(=O)NCc2ccc(N(C)C)cc2)O3)c1 (stereo not given) | 13µM* |
| CC(=O)C1=CCC(c2ccc(F)cc2)N(S(=O)(=O)c2ccc(C)cc2)C1 (stereo not given) | ? |
| CO/N=C(\C(=O)N[C@@H]1C(=O)N2C(C(=O)O)=C(C[N+]3(C)CCCC3)CS[C@H]12)c1csc(N)n1 | -6.9% |
| Nc1[nH]c(C(=O)c2ccccc2)c(-c2ccccc2C(F)(F)F)c1C(=O)NCCc1c[nH]c2ccccc12 | ? |
| C[C@H]1CN([C@@H](C)CO)C(=O)CCCn2cc(nn2)CO[C@@H]1CN(C)S(=O)(=O)c1ccc2ccccc2c1 | -22.9% |
| Cc1ccsc1C(=O)N1CCC1(C)C(=O)NCc1cccnc1 (stereo not given) | 0.2% |
| C[C@H](NC(=O)CC[C@H]1O[C@@H](n2ccc(=O)[nH]c2=O)[C@H](O)[C@@H]1O)c1cccc2ccccc12 | 1.9% |
| CC(C)(C)n1nnnc1C1c2ccccc2C(=O)N1CCc1c[nH]c2ccccc12 (stereo not given) | ? |
| CCCNC(=O)c1cc(C2CCCCN2S(=O)(=O)c2cccc3cccnc23)on1 (stereo not given) | ? |
| c1ccc(OC2CCCCC2N2CCOCC2)cc1 (stereo not given) | 0.3% |
| O=C1NC[C@H](CCCCN2C[C@H](Cc3ccccc3)N(CC3CCCCC3)C(=O)C2=O)N(CC2CCCCC2)C1=O | ? |
| O=C(NCCc1nnc2n1CCN(Cc1cc3ccccc3o1)CC2)c1ccoc1 | -13.6% |
| COc1ccc(-c2nc3ccc(C)cn3c2CC2CCCCC2)cc1OC | 18.4µM* |
| Cc1nc(C(F)(F)F)ccc1C(=O)N1CCC1(C)C(=O)NS(C)(=O)=O (stereo not given) | -0.1% |
| CCCCN(C=O)c1c(CC)nc2ccc(C(=O)NCCCN3CCCC3=O)cn12 | 9.5% |
| CC(=O)c1cccc(-c2ccnc3c2CC(C(=O)Nc2cccc(OC(F)(F)F)c2)O3)c1 (stereo not given) | -4.3% |
| Cc1cc2c(cc1C)-c1nnnn1C(N1CCCCC1)C(=O)N2 (stereo not given) | 14.6µM* |
| CCCCNC(=O)c1nc(C2CCN(S(=O)(=O)c3c(F)cccc3F)CC2)oc1-c1cccc(C(F)(F)F)c1 | 6.7% |
| CC1CCN(C(=O)c2ncn3c2c(=O)[nH]c2cccnc23)CC1 | -6.2% |
| COc1cc(CNc2ncnc3c2ncn3[C@H]2CN(Cc3ccc(-c4ccccc4)cc3)C[C@@H](CO)O2)cc(OC)c1OC | 8.2µM* |
| COCC(=O)N1CCCC(C)(C(=O)Nc2cccc(Oc3ccccc3)c2)C1 (stereo not given) | -20.0% |
| OC(c1ccccc1)c1nc(-c2csc3ccccc23)cs1 (stereo not given) | ? |
| Cc1ccccc1C#CC1=CC(=O)CC(C)(C)C1 | 20.6µM* |
| CCN(CC)C(=O)C1=C(C)N(CCC2=CCCCC2)C(=O)C(CC(=O)NCCc2ccccn2)C1 (stereo not given) | -4.5% |

A portion of the library, so the mix of outcomes need not match the whole.
